Cneo AK release – Cryptococcus neoformans cell lysis inducers, primary screen, AK release luminescence, single concentration; lysis activity, % at 15 µM; 360,000 compounds, 0.2% hits; C. neoformans lysis, adenylate kinase release luminescence, 4 h; normalised: neutral wells 0, clomiphene wells 100;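 active means mean lysis activity across replicates of at least 80%, whatever share of replicates individually reach that level; inactive means mean lysis activity below 80%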
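Material: C. neoformans cells | Amount: Yeast cell density of 5 × 10^6 cells/mL | Medium: Fresh YPD growth medium | Dosing: Single dose | Times: Static 4 h at 37 °C with compound, 1 h detection | Detection: AK luminescence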
Statin myotox sup – suppressors of statin myotoxicity in C2C12 myotubes, primary screen, cell-based, single point, plate reader; rescue of ATP level, % at 7.49 µM; 330,000 compounds, 0.78% hits; C2C12 myotubes + simvastatin, ATP luminescence, 48 h; scaled: DMSO 0, geranylgeraniol control 100;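 active means mean ATP rescue above about 67%, or every replicate alone reaching that limit, limit read from the data, passing the limit was not always enough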;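 further: myotubes were challenged with 10 µM simvastatin during compound exposure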
miR122 inh – miR-122 Renilla sensor signal increase in Huh7, primary screen, miR-122 inhibitor project, cell-based, single point, plate reader; activation (reporter increase), % at 12.5 µM; AID 602342, 2012; Huh7 miR-122 Renilla luciferase sensor, 48 h; neutral wells = 0, positive control = 100; 340,000 compounds, 0.3% hits;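 active means mean replicate activation score at least 90 and every replicate individually at or above 90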;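 further: higher luciferase means less miR-122 activity so hits act as miR-122 inhibitors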
SIRT5 inh – SIRT5 desuccinylase inhibitors, primary screen, biochemical, fluorescence imaging, single point, set 5; NAD-dependent protein deacylase sirtuin-5, mitochondrial (Homo sapiens), Q9NXA8; Purified SirT5, succinyl-peptide AMC, trypsin-coupled fluorescence; inhibition, % at 15 µM; 330,000 compounds, 1.1% hits; AID 652115, 2013; in the data active means inhibition above about 15%
Target sequence (Q9NXA8 whole entry, looked up): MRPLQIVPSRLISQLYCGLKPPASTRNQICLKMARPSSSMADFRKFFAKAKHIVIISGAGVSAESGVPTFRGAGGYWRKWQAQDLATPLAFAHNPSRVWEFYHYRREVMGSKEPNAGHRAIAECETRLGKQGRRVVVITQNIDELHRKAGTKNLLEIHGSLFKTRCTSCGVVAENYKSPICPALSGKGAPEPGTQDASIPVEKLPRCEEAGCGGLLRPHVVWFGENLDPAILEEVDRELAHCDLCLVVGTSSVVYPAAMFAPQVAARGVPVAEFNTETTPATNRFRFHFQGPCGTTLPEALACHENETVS
esBAF inh – Bmi1 luciferase reporter increase in mESCs, primary screen, esBAF inhibitor project, mouse ES cells, Bmi1 luciferase knock-in, single point; 24 h; 100% = twice the neutral-well signal; reporter increase, % at 12.5 µM; 350,000 compounds, 2% hits; in the data active means activation above about 40%;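 further: 0% = median of the plate's neutral control wells and 100% = double that signal; a rise in the Bmi1 reporter signal indicates esBAF inhibition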
ERp5 inh – inhibitors of ERp5-driven insulin aggregation, primary screen, biochemical, turbidity, absorbance 650 nm, single point; 90 min; inhibition, % at 9.99 µM; AID 651711, 2012; 350,000 compounds, 0.05% hits; Protein disulfide-isomerase A6 (Homo sapiens), Q15084;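 active means mean replicate inhibition above about 25%, with every replicate also reaching it, limit read from the data, passing the limit was not always enough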
Target sequence (Q15084 whole entry, looked up): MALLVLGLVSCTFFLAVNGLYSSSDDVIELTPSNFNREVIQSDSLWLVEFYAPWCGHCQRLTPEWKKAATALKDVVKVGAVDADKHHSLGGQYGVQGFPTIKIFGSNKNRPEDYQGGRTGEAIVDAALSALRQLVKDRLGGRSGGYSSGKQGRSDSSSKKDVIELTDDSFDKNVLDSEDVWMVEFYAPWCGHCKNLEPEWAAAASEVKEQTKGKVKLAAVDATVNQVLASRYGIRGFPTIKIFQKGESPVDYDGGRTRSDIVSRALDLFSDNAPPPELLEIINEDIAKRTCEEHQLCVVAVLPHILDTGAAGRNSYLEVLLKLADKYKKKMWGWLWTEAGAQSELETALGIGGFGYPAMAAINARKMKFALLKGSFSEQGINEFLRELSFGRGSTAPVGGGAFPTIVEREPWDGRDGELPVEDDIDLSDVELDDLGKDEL
ARNT TACC3 PPI – disruptors of ARNT/TACC3 protein interaction, primary screen, biochemical, AlphaScreen, single concentration | Transforming acidic coiled-coil-containing protein 3 (Homo sapiens), Q9Y6A5 | AlphaScreen His-ARNT PAS-B/GST-TACC3 binding, luminescence; TACC3 fragment carries E629A point mutation | inhibition, % at 9.99 µM | 390,000 compounds, 0.66% hits | AID 623870, 2012;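 active means mean inhibition of replicates at least 50% and at least half of replicates each reaching 50%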;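 further: 0% = complete ARNT plus TACC3 wells and 100% = ARNT alone without TACC3; many hits fall short of the cut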
Active calls of the source: *; nt = not tested or not shown; [ ] = dose if it differs, or a comment.

SMILES	Cneo AK release	Statin myotox sup	miR122 inh	SIRT5 inh	esBAF inh	ERp5 inh	ARNT TACC3 PPI
N#C/C(=C/c1ccc(-c2ccc(C(=O)O)c(Cl)c2)o1)C(=O)NCC1CCCO1 (stereo unspecified)	nt	nt	nt	3	nt	2	-4
O=c1[nH]c(-c2ccncc2)nc2ccccc12	1	10	11	nt	1	nt	-5
C#Cc1ccc([C@@H]2C=C(C(=O)NC3CC3)O[C@H](OCCCCO)C2)cc1	-1	16	nt	-4	23	-5	3
Cc1ccc(C(=O)N2CCN(c3ccc([N+](=O)[O-])cc3-n3cccc3)CC2)cc1	-1	nt	-2	-1	nt	-1	9
COc1ccc(CN2CCC[C@]3(N[C@H](c4ccc(OC)cc4)[C@@H]4C(=O)N(Cc5ccccc5)C(=O)[C@@H]43)C2=O)cc1	1	6	2	-1	-2	2	nt
CC(C)NC(=O)Nc1ccc2c(c1)C(=O)N([C@@H](C)CO)C[C@@H](C)[C@@H](CN(C)Cc1ccccc1)OCCCC[C@@H](C)O2	3	-21	-2[16.7 µM]	10	3	-1	-5
CCOc1ccc(S(=O)(=O)Nc2cc(Cl)ccc2O)cc1	1	26	44	nt	10	nt	0
Cn1nnnc1NCc1c(F)cccc1Cl	1	1	-2	nt	-11	nt	3
CCOC(=O)Cc1cc(=O)n2[nH]c(-c3ccc(C)cc3)cc2n1	0	-18	-6	nt	-9	nt	3
COc1ccc(OCCSc2nnc(Cc3cccc4ccccc34)n2N)cc1	-1	-15	-6	nt	14	nt	0
CCOc1ccc(NC(=O)CN2CCN(C(=O)c3ccco3)CC2)cc1S(=O)(=O)N1CCCC1	0	9	-10	-1	5	0	3
CC(C)NC(=O)N(C)C[C@H]1Oc2cc(C#Cc3ccc(F)cc3)ccc2S(=O)(=O)N([C@H](C)CO)C[C@@H]1C	-1	-11	65[16.7 µM]	-5	-4	2	-7
COc1ccccc1N(C)S(=O)(=O)c1ccc(C(=O)Nc2cccc(S(=O)(=O)N3CCOCC3)c2)cc1	0	5	-11	-1	-14	1	0
CCCc1cc(C(=O)NCc2ccccc2)no1	-2	0	-3	-3	23	1	-3
C[C@H]([C@@H](O)[C@@H](O)[C@@H](C)C(C)(C)C)[C@H]1CC[C@H]2C3CC[C@H]4C[C@H](OS(=O)(=O)O)[C@@H](OS(=O)(=O)O)C[C@]4(C)[C@H]3CC[C@]12C (stereo partly specified)	-3	17	-2	9	-5	-3	nt
O=c1cc(OCc2ccccc2)cc[nH]1	2	-1	nt	-2	1	-21	-4
Cc1onc(-c2c(Cl)cccc2Cl)c1C(=O)N1CCN(c2ccccc2F)CC1	-3	nt	18	-2	nt	2	-5
Cc1ccc(-c2nnn(CC(=O)N(CCO)C(C(=O)NC3CCCC3)c3ccc(F)cc3)n2)o1 (stereo unspecified)	nt	3	-1	-5	3	2	-32
CC(C)CN1C(=O)C(=Nc2cccnc2)c2ccccc21	nt	nt	nt	1	nt	2	4
O=C(N/N=C/c1cn(-c2ccccc2)nc1-c1cccs1)c1ccccc1F	-9	nt	4	nt	nt	nt	3
COc1ccc(OCC(CO)N2CCN(c3ccccc3)CC2)cc1 (stereo unspecified)	-2	-4	nt	-3	-13	-4	2
Cc1cccc(-c2nc(-c3ccncc3)no2)c1	-7	8	-5	1	-2	0	5
COc1ccccc1-c1nn(Cc2ccccc2)cc1C(=O)N1CCN(c2ncccn2)CC1	-2	0	11	4	10	0	-6
CN(C(=S)NC(=O)c1ccc(Cl)cc1)C1CCCCC1	12	0	2	2	26	3	3
Cc1ccc(NC(=S)N=Nc2c(O)n(C)c3ccc(S(=O)(=O)N4CCOCC4)cc23)cc1C	0	-78	8	nt	2	nt	2
CCN(C(=O)CSc1nc2ccccc2c(=O)n1CCOC)C1CCS(=O)(=O)C1 (stereo unspecified)	-1	-5	-8	-1	-3	-1	-2
CC(=O)Oc1ccc(C(c2ccc(OC(C)=O)cc2)c2ccccn2)cc1	-1	-5	3	-3	5	4	-6
CCOC(=O)C(C)Sc1nc(-c2ccco2)cc(C(F)(F)F)c1C#N (stereo unspecified)	-4	-2	3	nt	-6	nt	-3
O=C(COC(=O)[C@H](Cc1ccccc1)NS(=O)(=O)c1ccccc1F)NC1CCCCC1	3	-12	1	nt	-3	nt	-2
Cc1onc(-c2c(Cl)cccc2Cl)c1C(=O)NCc1ccc(S(N)(=O)=O)cc1	0	-4	3	0	-4	-1	nt
Cc1cc(NC(=O)c2ccccc2)nc2c1c(=O)oc1ccccc12	nt	nt	nt	-5	nt	0	6
COc1ccc(NS(=O)(=O)c2cccc(C(=O)NC3CCC(O)CC3)c2)cc1 (stereo unspecified)	13	7	nt	-1	8	-4	-5
O=C(COc1ccc(F)cc1)Nc1nc(-c2cccnc2)cs1	1	-9	4	nt	-6	3	nt
C[C@H](CO)N1C[C@H](C)[C@H](CN(C)C(=O)CCC(F)(F)F)OCCCC[C@H](C)Oc2ccc(NC(=O)Cc3ccccc3)cc2C1=O	-5	nt	-5[16.7 µM]	-3	3	-8	-3
O=C(Nc1cc(Cl)ccc1O)c1cc(-c2ccco2)on1	-1	7	4	0	67*	0	3
O=C(NCCCn1ccnc1)/C(=C/c1ccc(F)cc1)NC(=O)c1ccccc1	0	8	12	2	3	3	62*

Pulled by compound from above, two records:
SMILES	Cneo AK release	Statin myotox sup	miR122 inh	SIRT5 inh	esBAF inh	ERp5 inh	ARNT TACC3 PPI
CCN(C(=O)CSc1nc2ccccc2c(=O)n1CCOC)C1CCS(=O)(=O)C1 (stereo unspecified)	-1	-5	-8	-1	-3	-1	-2
O=C(Nc1cc(Cl)ccc1O)c1cc(-c2ccco2)on1	-1	7	4	0	67*	0	3

Reprinted from the entries so far, 4 compounds:
SMILES	Cneo AK release	Statin myotox sup	miR122 inh	SIRT5 inh	esBAF inh	ERp5 inh	ARNT TACC3 PPI
O=C(COC(=O)[C@H](Cc1ccccc1)NS(=O)(=O)c1ccccc1F)NC1CCCCC1	3	-12	1	nt	-3	nt	-2
Cc1onc(-c2c(Cl)cccc2Cl)c1C(=O)NCc1ccc(S(N)(=O)=O)cc1	0	-4	3	0	-4	-1	nt
Cc1cc(NC(=O)c2ccccc2)nc2c1c(=O)oc1ccccc12	nt	nt	nt	-5	nt	0	6
COc1ccc(NS(=O)(=O)c2cccc(C(=O)NC3CCC(O)CC3)c2)cc1 (stereo unspecified)	13	7	nt	-1	8	-4	-5

Following part
SMILES	Cneo AK release	Statin myotox sup	miR122 inh	SIRT5 inh	esBAF inh	ERp5 inh	ARNT TACC3 PPI
Cc1ccc(S(=O)(=O)Oc2ccc3ccc(O)cc3c2)cc1	-2	41	-3	1	18	-9	-5
CO[C@H]1CN(C)C(=O)c2cc(NS(C)(=O)=O)ccc2OC[C@@H](C)N(Cc2nccs2)C[C@H]1C	-2	-23	9[16.7 µM]	0	0	1	-11
COc1cccc(-c2noc(C3CCCN(C(=O)c4cccc(F)c4)C3)n2)c1 (stereo unspecified)	-2	8	9	7	18	2	-8
CCOc1cc(N2CCOCC2)c(OCC)cc1NC(=O)c1ccccc1N1CCCC1=O	3	1	1	2	5	6	nt
O=C(NCc1ccccc1)c1cc(C2CCCN(S(=O)(=O)c3ccccc3)C2)on1 (stereo unspecified)	-2	-12	1	-5	-1	2	nt
O=C(NC1CCCCCC1)C1c2ccccc2C(=O)N1Cc1cccnc1 (stereo unspecified)	4	10	0	nt	4	nt	-13
O=C(Nc1ccc(-c2nc3ccccc3s2)cc1)C1=COCCO1	-6	nt	10	nt	nt	nt	-2
CSC1=NC(C)(C)C=C(/C=C/c2ccc(Cl)cc2Cl)N1	-4	-2	1	0	-1	3	-1
COc1ccccc1CNC(=O)C[C@@H]1CC[C@@H](NC(=O)CN(C)C)[C@H](CO)O1	2	4	nt	0	0	-4	-8
Cc1ccc(C(C(=O)NCc2ccccc2)N(Cc2cccs2)C(=O)c2ccc3c(c2)OCCO3)cc1 (stereo unspecified)	nt	nt	nt	1	nt	2	9
NC(=O)C1(N2CCCCC2)CCN(CC(=O)Nc2ccccc2-c2ccccc2)CC1	11	19	-1	-1	-1	-6	-4
CC(C)NC(=O)N1C[C@H]2[C@@H](c3ccccc31)[C@@H](CO)N2C(=O)c1ccccn1	-1	-37	-4[16.7 µM]	1	6	2	4
O=C(CNC(=O)c1ccco1)NCC(=O)OCc1ccc(F)cc1	12	1	nt	-1	-2	1	2
Cc1cc(C)c(C(=O)COC(=O)c2cc([N+](=O)[O-])ccc2N2CCOCC2)cc1C	3	-13	nt	-2	4	-1	1
O=C(C[C@H]1C=C[C@H](NC(=O)c2ccccc2)[C@@H](CO)O1)Nc1ccc(-c2ccccc2)cc1	0	-5	nt	3	14	-4	-9
C[C@@H]1CN([C@@H](C)CO)C(=O)c2cccc(NC(=O)Nc3ccc(F)cc3)c2O[C@@H]1CN(C)Cc1ccc(C(=O)O)cc1	-1	4	4[16.7 µM]	0	1	5	-3
Cc1cccc(NC(=O)c2c(O)c3ccccc3[nH]c2=O)c1	2	-3	-7	-1	49*	2	-7
O=C1CCCC(O)=C1N=Nc1ccc2c(c1)OCO2	2	nt	4	10	nt	2	7
Cc1ccccc1NC(=S)N(CCN(C)C)C(C)c1ccco1 (stereo unspecified)	nt	nt	nt	-7	nt	6	0
CCCC12CN3CC(C)(CN(C1)C31C(=O)Nc3ccc(C)cc31)C2=O (stereo unspecified)	-1	41	-4	0	-7	1	3
COc1cccc(OC2OC3COC(C)(C)OC3C(O)C2NC(C)=O)c1 (stereo unspecified)	1	4	-3	-13	-8	3	-4
CNC(=O)c1c(NC(=O)C(C)C)sc2c1CCC2	-1	5	-3	4	-5	-5	-7
CC(=O)N(C)C[C@@H]1Oc2cc(C#CC3CC3)ccc2S(=O)(=O)N([C@@H](C)CO)C[C@H]1C	nt	8	4[16.7 µM]	nt	-5	nt	nt
CCC1([N+](=O)[O-])COC(c2ccc(Cl)cc2)OC1 (stereo unspecified)	2	0	nt	nt	-5	0	2

Molecules listed so far that contain a nitro group on carbon:
SMILES	Cneo AK release	Statin myotox sup	miR122 inh	SIRT5 inh	esBAF inh	ERp5 inh	ARNT TACC3 PPI
Cc1ccc(C(=O)N2CCN(c3ccc([N+](=O)[O-])cc3-n3cccc3)CC2)cc1	-1	nt	-2	-1	nt	-1	9
Cc1cc(C)c(C(=O)COC(=O)c2cc([N+](=O)[O-])ccc2N2CCOCC2)cc1C	3	-13	nt	-2	4	-1	1
CCC1([N+](=O)[O-])COC(c2ccc(Cl)cc2)OC1 (stereo unspecified)	2	0	nt	nt	-5	0	2

Additional entries follow:
SMILES	Cneo AK release	Statin myotox sup	miR122 inh	SIRT5 inh	esBAF inh	ERp5 inh	ARNT TACC3 PPI
CSc1ccn(CCC(=O)O)c(=O)n1	1	5	-9	nt	-5	nt	-7
Cc1ccnc(SCCn2c(N3CCN(C)CC3)nc3c2c(=O)n(C)c(=O)n3C)n1	nt	-6	nt	-2	1	1	-9
CC(C)(CN1CCN(Cc2ccccc2)CC1)NS(=O)(=O)c1ccccc1	-1	-5	8	0	3	6	-1
O=C(NCc1ccco1)c1cc(C(=O)C2CC2)c[nH]1	2	-5	3	nt	-10	nt	-12
C[C@@H]1CN([C@H](C)CO)C(=O)Cc2cc(NC(=O)Cc3cn(C)c4ccccc34)ccc2O[C@@H]1CN(C)S(=O)(=O)c1cn(C)cn1	4	8	0[16.7 µM]	10	1	-5	nt
O=C(CSc1nnc2ccc(-c3ccncc3)nn12)c1cccs1	0	6	-14	-2	2	1	1
CC(C)CNc1nc(S(=O)(=O)c2ccccc2)c(Cl)s1	-1	0	5	0	7	2	5
CCCCN=C1NC(=O)C(CC(=O)NCCc2ccc(OC)cc2)S1 (stereo unspecified)	1	3	-20	4	3	1	0
CCOC(=O)C1CCN(C(=O)c2ccc3c(=O)n4nc(Nc5cc(C)ccc5C)sc4nc3c2)CC1	-2	2	nt	9	-6	11	9

Screening data (PubChem)
